GlmU inhibition: inhibition of mycobacterial GlmU enzyme – biochemical, glucosamine-1-phosphate acetyltransferase (AID 1376); inhibition, %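 (tested at 30 µM in the primary screen)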, or IC50 in µM where a hit was titrated; M. tuberculosis GlmU acetyltransferase enzyme assay; higher % means a stronger effect; actives 0.25% (n = 220,000); in the data active = inhibition above about 13%;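 note: 0% = complete reaction with vehicle and 100% = reaction without substrate; strong numbers were not always called active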
RmlCD inh 1536: inhibitors of Mycobacterium tuberculosis RmlC and RmlD coupled enzymes. P9WH09+P9WH11. RmlC+RmlD coupled enzyme assay, percent inhibition; primary screen in compound mixtures. inhibition, % at 3.6 µM. actives 0.03% (n = 160,000). AID 1533; in the data active = inhibition mostly above about 34%, no sharp cut-off; note: some results filed as inactive read as strong as hits
Target sequence (P9WH09 whole entry, looked up): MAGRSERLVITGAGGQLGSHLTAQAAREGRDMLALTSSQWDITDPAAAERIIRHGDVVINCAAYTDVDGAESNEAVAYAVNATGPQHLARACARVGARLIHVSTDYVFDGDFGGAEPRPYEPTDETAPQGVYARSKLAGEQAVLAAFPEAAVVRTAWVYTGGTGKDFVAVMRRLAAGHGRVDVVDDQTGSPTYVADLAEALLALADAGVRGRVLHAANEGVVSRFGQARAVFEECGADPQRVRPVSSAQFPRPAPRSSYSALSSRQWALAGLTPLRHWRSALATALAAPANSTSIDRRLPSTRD
Target sequence (P9WH11 whole entry, looked up): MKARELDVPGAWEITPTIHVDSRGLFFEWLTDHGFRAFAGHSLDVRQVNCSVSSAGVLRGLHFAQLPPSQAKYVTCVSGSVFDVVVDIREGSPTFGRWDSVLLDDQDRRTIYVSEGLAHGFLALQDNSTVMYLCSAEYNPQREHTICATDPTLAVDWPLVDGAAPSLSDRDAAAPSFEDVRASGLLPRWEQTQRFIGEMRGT
Numbers without * were called inactive; . = no result given. The list is partial. The share of hits here may be higher or lower than overall.

SMILES | GlmU inhibition | RmlCD inh 1536
Cc1ccc(NC(=O)c2oc3ccc(S(=O)(=O)N4CCC5(CC4)OCCO5)cc3c2C)cc1C | 3.5% | -8
CC(C)CNC(=O)C(=O)NCc1ccccn1 | 9.1% | 20
CCOc1ccc(C(=O)NCc2cccnc2)cc1[N+](=O)[O-] | -7.0% | .
CCCCc1nc(Cl)c(C#N)c2c1CSC(C)(C)C2 | -0.1% | -9
Cc1cc(=O)oc2cc(OCC3CC(c4ccc(Cl)cc4)=NO3)ccc12 (stereo not drawn) | 3.0% | .
O=C(CSc1nnc(COc2cccc3cccnc23)o1)c1ccc(F)cc1 | -1.2% | .
COC(=O)c1ccc(NC(=O)C(C)N2C(=O)c3ccccc3C2=O)cc1 (stereo not drawn) | 2.6% | -2
COc1cccc(OCc2cc(/C=N/n3cncn3)ccc2OC)c1 | -7.4% | -7
Cc1cc(C)c(C(=O)O)c(Cl)n1 | 3.9% | -1
O=C(Cc1ccccc1)NNC1CC(=O)N(c2ccccc2)C1=O (stereo not drawn) | -4.1% | -4
N#C/C(=C\c1cccc2ccccc12)c1nn(-c2ccccc2)c(N)c1C#N | 2.8% | .
N#Cc1ccc(CSc2nnc(NC(=O)C3CCCO3)s2)cc1 (stereo not drawn) | -1.4% | .
Cc1cccc(NC(=O)CN2C(=O)S/C(=C\c3cc(C)n(C)c3C)C2=O)c1 | 1.0% | -10
CCc1ccc2c(c1)cc(C)c1nnc(SCC(=O)Nc3cc(OC)c(OC)cc3C(=O)O)n12 | 1.1% | .
O=C(C[n+]1cccc(/C=N/O)c1)N(Cc1ccccc1)Cc1ccccc1 | 2.9% | .
CCOc1ccc2nc(-c3ccccc3)nc(SCC(=O)Nc3ncc(C)s3)c2c1 | 2.6% | -10
CCN(CC)C(=O)CN(C#N)c1nc(C)cc(C)n1 | -6.8% | 41
CCN1C(=O)/C(=C\c2cn(CCC#N)nc2-c2ccc(F)cc2)SC1=S | 2.2% | 8
CC(C)S(=O)(=O)c1cnc(-c2ccccn2)nc1N | 1.9% | 0
CCSc1nnc(Cc2cc(=O)[nH]c(=O)[nH]2)n1-c1cc(C)ccc1C | 2.3% | .
CCOC(=O)c1ccc(NC(=O)c2nc[nH]c2C(=O)N2CCN(C(=O)OC(C)(C)C)CC2)cc1 | 3.7% | -11
CC(C)NC(=O)c1cccc(C(F)(F)F)c1 | -0.6% | 6
CCOc1ncccc1C(=O)OCC(=O)NCCc1ccc(OC)cc1 | -3.1% | 14
Cc1ccc(C(C)(C)C)c(OCCCCN2CCCC2)c1 | 0.2% | 6
CS(=O)(=O)N1CCC(C(=O)Nc2ccccc2)CC1 | -2.0% | 6
Cc1ccc(N(Cc2cc3ccccc3[nH]c2=O)C(=O)c2cccs2)cc1 | -4.2% | .
Cc1ccc(S(=O)(=O)Nc2ccc(N3CCN(C)CC3)nc2)cc1 | 1.5% | 12
CCCNC(=O)Nc1ccccc1C(=O)Nc1ccc(OC)cc1 | -5.6% | -5
COC(=O)c1sccc1NC(=O)c1ccc(OC)cc1OC | -3.5% | 3
COc1ccc(CCNC(=O)CSc2nccc(=O)[nH]2)cc1OC | -1.6% | 4
CC1SCC(=NOCc2c(Cl)cccc2Cl)CS1 (stereo not drawn) | 2.4% | 6
Nc1ccc(Oc2ccc(F)cc2)nc1 | -0.4% | 4
Cc1c(C(=O)N2c3ccccc3Sc3ccccc32)cccc1[N+](=O)[O-] | -3.9% | 20
COC(=O)c1ccccc1NC(=O)Cn1c(=O)n(Cc2ccccc2)c(=O)c2c(C)c(C)sc21 | 2.5% | -5
CCN1CCN(CC(=O)Nc2sc3c(c2C#N)CCC(C)C3)CC1 (stereo not drawn) | 2.7% | 9
Cc1cccn2cc(CCNC(=O)c3ccco3)nc12 | -6.4% | 12
CC(C)(C)c1ccc(Oc2ccc(NC(=O)CCCC(=O)O)cn2)cc1 | -4.4% | 55
Cc1cccc(N=Cc2c(O)cc(C)oc2=O)c1 | 0.7% | -9
Cc1nc2cc(S(=O)(=O)N3CCC(C(=O)O)CC3)ccc2n1C1CCCC1 | -0.1% | .
c1ccc(Oc2ncnc3oc(-c4ccccc4)cc23)cc1 | 1.9% | 7
Cc1ccc(C(=O)COC(=O)CNC(=O)C(c2ccccc2)c2ccccc2)cc1[N+](=O)[O-] | 31%* | 9
NS(=O)(=O)c1ccc(NC(=O)/C=C/c2cn(-c3ccccc3)nc2-c2cccc(Cl)c2)cc1 | 1.6% | -7
CSCC(O)Cn1ncc2ccccc2c1=O (stereo not drawn) | 3.1% | 3
Cc1ccc(S(=O)(=O)NNC(=O)c2sc(=S)n(C)c2C)cc1 | -2.3% | 7
O=C1CCCc2c1nc(-c1ccco1)n2O | 2.0% | 26
C=CCNC(=O)/C(C#N)=C/c1c(N(Cc2ccccc2)Cc2ccccc2)nc2ccccn2c1=O | 3.2% | -14
Cc1ccc(S(=O)(=O)N(C)C)cc1NC(=O)C1CCC1 | 2.2% | .
Cc1ccc(NCC(O)C(O)C(O)CO)cc1C (stereo not drawn) | 2.2% | 5
CCc1cccc(C)c1NC(=S)N(CCN(C)C)C(C)c1cccnc1 (stereo not drawn) | -4.5% | 1
Cc1nnc(SCCn2c(N3CCN(C)CC3)nc3c2c(=O)[nH]c(=O)n3C)s1 | -3.3% | .
CCOc1ccc(NC(=O)N(CCCN2CCOCC2)Cc2cccnc2)cc1 | 4.0% | .
c1ccc(-c2cc3c(N4CCOCC4)ncnc3s2)cc1 | 8.9% | -2
Cc1cc(C)cc(NC(=O)COC(=O)CCCC2=NS(=O)(=O)c3ccccc3N2)c1 | -0.8% | -10
O=C(O)C1=C[C@@H](c2csc3ccccc23)C[C@@H](OCCCCO)O1 | 3.1% | .
Cc1oncc1-c1cn2ccccc2n1 | -4.5% | .
CC1(C)Cc2nc3oc4c(N5CCOCC5)ncnc4c3cc2CO1 | 5.5% | 4
O=C1N=C(N2CCCC2)S/C1=C\c1cn[nH]c1-c1ccccc1 | -1.5% | 9
CC(=O)NCCc1cc2ccc(C)c(C)c2[nH]c1=O | -1.2% | -10
Cc1ccc(S(=O)(=O)N2CCOCC2)cc1NC(=O)CSc1nc2ccccc2c(=O)n1Cc1ccccc1 | 2.0% | 24
CCCC(C)C(=O)NCc1ccccc1OC (stereo not drawn) | -0.8% | .
Next section:
SMILES | GlmU inhibition | RmlCD inh 1536
Nc1nc2ccccc2n1/N=C/c1ccc(-c2ccccc2)o1 | . | -3
O=C(CN1C(=O)NC(Cc2ccccc2)C1=O)Nc1ccc(F)cc1 (stereo not drawn) | 1.3% | .
CC(C)(O)C#Cc1ccc(C(=O)NCCc2ccc(S(N)(=O)=O)cc2)cc1 | 3.1% | 15
O=C(O)c1ccc(N2C(=O)/C(=C/C=C/c3ccccc3)SC2=S)cc1 | 2.8% | 36
CC(=O)Nc1ccc(Nc2cc(C(C)C)nc3c(-c4ccccc4)c(C)nn23)cc1 | 3.5% | 5
CC(=O)n1nc(-c2ccc(C)cc2)nc1NCc1ccco1 | 4.0% | 8
O=C(c1ccc(Cl)cc1[N+](=O)[O-])N1CCN(c2ccccn2)CC1 | 2.9% | 5
COc1ccc(NC(=O)c2nc[nH]c2C(=O)N2CCN(c3ccccc3)CC2)cc1 | 5.0% | -7
CCC(=O)c1cc2c(cc1NC(=O)c1ccc(C)cc1)OCCO2 | -4.3% | -8
Cc1nc2n(COCCO)cnn2c(=O)c1Br | -7.4% | 8
NNC(=O)c1ccc(COc2ccc3c(c2)CCC3)cc1 | -0.7% | 8
CCCCP(=O)(CCCC)c1ccccc1C(=O)O | 3.2% | .
Nc1nc(SC23CC4CC(CC(C4)C2)C3)ns1 | 0.3% | 11
Cc1noc(NS(=O)(=O)c2ccc(NC(=O)CCC3CCCC3)cc2)c1C | 0.5% | .
COc1ccc(OC)c(-n2c(C)ccc2-c2ccc(S(C)(=O)=O)cc2)c1 | 0.3% | -10
OCCC1CN(Cc2nc(-c3ccccc3)cs2)CCN1C1CCCC1 (stereo not drawn) | -0.3% | -13
Cn1c(=O)c2c(nc(CN3CCOCC3)n2CC(O)CO)n(C)c1=O (stereo not drawn) | 2.8% | .
CCCCSCc1nc2ccccn2c1Br | -3.4% | -10
CC(C)NC(=O)NC(=O)COC(=O)c1cccc(OC(F)F)c1 | 3.6% | -9
Cc1nn(Cc2ccccc2)c(C)c1NC(=O)CCCn1nc(C)c([N+](=O)[O-])c1C | -1.8% | 10
COc1ccc(S(=O)(=O)NC(C(C)C)C(C)C)cc1OC | 5.6% | .
CC(C)NC(=S)N1CCC(Cc2ccccc2)CC1 | -3.4% | -12
CCOC(=O)c1cnc2c(C)c(-c3ccccc3)[nH]n2c1=O | 1.9% | 9
CCOC(=O)CN(C(=O)CSc1nnc2c(n1)[nH]c1ccc(OC)cc12)c1ccc(F)cc1 | -2.1% | .
CC1=C(C)C(=O)N(CCC(=O)O)C1=O | -6.3% | 10
CCOC(=O)C1=C(C)N=C2SCCC(=O)N2[C@@H]1c1cccs1 | 2.1% | 21
CC1=CC(C)(C)N(C(=O)CNC2CCCCC2)c2cc(C)ccc21 | -0.5% | 0
Cc1ccc(-n2c(-c3ccco3)n[nH]c2=S)cc1 | -3.7% | 10
CCOC(=O)Cn1c2c(c(=N)c3ccccc31)CCC2 | -2.9% | 23
CCN(CC)S(=O)(=O)c1ccc(NC(=O)COC(=O)CN2C(=O)c3ccccc3C2=O)cc1 | 4.3% | .
Cc1cc(C2C(C#N)=C(N)Oc3n[nH]c(C)c32)c(C)s1 (stereo not drawn) | -2.2% | 48
CCC(=O)Nc1ccc(Oc2ccc3c(c2)C(=O)NC3=O)cc1 | 0.9% | -7
Cc1nc2cc(-c3cccs3)[nH]n2c(=O)c1C | -2.8% | .
CC(C)CC(OC(=O)c1ccco1)C(=O)NC1CCCCC1 (stereo not drawn) | 15%* | .
C/C(CC(=O)NC12CC3CC(CC(C3)C1)C2)=N\NC(=O)Cc1cccs1 | 0.5% | 5
CC(C)C(NC(=S)Nc1ccccc1)C(=O)O (stereo not drawn) | 1.0% | 6

Brought forward from above: 2 entries, then new ones.
SMILES | GlmU inhibition | RmlCD inh 1536
C/C(CC(=O)NC12CC3CC(CC(C3)C1)C2)=N\NC(=O)Cc1cccs1 | 0.5% | 5
CC(C)C(NC(=S)Nc1ccccc1)C(=O)O (stereo not drawn) | 1.0% | 6
c1ccc2c(c1)[nH]c1c(N3CCOCC3)ncnc12 | 4.0% | -2
COC(=O)c1c(C)oc(C)c1S(=O)(=O)NCC1CC1 | -5.0% | 2
COC(=O)c1cc(NC(=O)C2CC=CCC2C(=O)O)cc(C(=O)OC)c1 (stereo not drawn) | 0.3% | 6
CNC(=O)c1cc2ncc(C(F)(F)F)cc2s1 | 0.7% | .
CC(=O)Nc1ccc(NC(=O)c2ccccc2S(=O)(=O)c2ccccc2[N+](=O)[O-])cc1 | -0.3% | 7
Cc1cccc(CSCCNC(=O)CCSc2ccccc2)c1 | 3.6% | .
COc1cccc(OCC(=O)NNC(=S)Nc2ccc(Cl)cc2Cl)c1 | 1.2% | -16
O=c1c2ccccc2nc2ccccn12 | -6.8% | 13
CCOc1ccc(CCNC(=O)CSc2cc(=O)n(C)c3cc(Cl)ccc23)cc1OCC | -2.6% | 10
C(=N\Nc1nc(Nc2ccccc2)nc(N2CCCCC2)n1)/c1ccco1 | -2.2% | 4
O=C(CCCN1C(=O)c2ccccc2C1=O)N1CCC(c2ccccc2)C1 (stereo not drawn) | . | 105
CCOC(=O)C(=O)N(CC)C1CCS(=O)(=O)C1 (stereo not drawn) | 2.5% | 5
O=C(CN1CCN(C2CCCCC2)CC1)c1c[nH]c2ccccc12 | -1.1% | .
COc1ccc(C2C(C(=O)NCc3ccccn3)c3cc(OC)c(OC)cc3C(=O)N2C)cc1 (stereo not drawn) | 2.6% | -6
CCc1nnc(NS(=O)(=O)c2ccc(Nc3ccc([N+](=O)[O-])c4nonc34)cc2)s1 | 2.3% | -7
CC(C)(C)NC(=O)NC(=O)COC(=O)COc1ccc(Cl)cc1Cl | 7.5% | -9

By substructure: the entries above with a halogen (19)
SMILES | GlmU inhibition | RmlCD inh 1536
CCCCc1nc(Cl)c(C#N)c2c1CSC(C)(C)C2 | -0.1% | -9
Cc1cc(=O)oc2cc(OCC3CC(c4ccc(Cl)cc4)=NO3)ccc12 (stereo not drawn) | 3.0% | .
O=C(CSc1nnc(COc2cccc3cccnc23)o1)c1ccc(F)cc1 | -1.2% | .
Cc1cc(C)c(C(=O)O)c(Cl)n1 | 3.9% | -1
CCN1C(=O)/C(=C\c2cn(CCC#N)nc2-c2ccc(F)cc2)SC1=S | 2.2% | 8
CC(C)NC(=O)c1cccc(C(F)(F)F)c1 | -0.6% | 6
CC1SCC(=NOCc2c(Cl)cccc2Cl)CS1 (stereo not drawn) | 2.4% | 6
Nc1ccc(Oc2ccc(F)cc2)nc1 | -0.4% | 4
NS(=O)(=O)c1ccc(NC(=O)/C=C/c2cn(-c3ccccc3)nc2-c2cccc(Cl)c2)cc1 | 1.6% | -7
O=C(CN1C(=O)NC(Cc2ccccc2)C1=O)Nc1ccc(F)cc1 (stereo not drawn) | 1.3% | .
O=C(c1ccc(Cl)cc1[N+](=O)[O-])N1CCN(c2ccccn2)CC1 | 2.9% | 5
Cc1nc2n(COCCO)cnn2c(=O)c1Br | -7.4% | 8
CCCCSCc1nc2ccccn2c1Br | -3.4% | -10
CC(C)NC(=O)NC(=O)COC(=O)c1cccc(OC(F)F)c1 | 3.6% | -9
CCOC(=O)CN(C(=O)CSc1nnc2c(n1)[nH]c1ccc(OC)cc12)c1ccc(F)cc1 | -2.1% | .
CNC(=O)c1cc2ncc(C(F)(F)F)cc2s1 | 0.7% | .
COc1cccc(OCC(=O)NNC(=S)Nc2ccc(Cl)cc2Cl)c1 | 1.2% | -16
CCOc1ccc(CCNC(=O)CSc2cc(=O)n(C)c3cc(Cl)ccc23)cc1OCC | -2.6% | 10
CC(C)(C)NC(=O)NC(=O)COC(=O)COc1ccc(Cl)cc1Cl | 7.5% | -9

Screens as filed in PubChem.
